Compound activity: PubChem BioAssay, Southern Research Specialized Biocontainment Screening Center
M. tuberculosis – growth inhibition of non-replicating M. tuberculosis (AID 488890); Mycobacterium tuberculosis non-replicating, growth inhibition; higher % means a stronger effect; inhibition, % at 25 µM; hits with a dose series show IC50 in µM; 0.39% of 320,000 active; in the data active = a potency from the dose series; inconclusive = inhibition mostly from about 82% at the one dose, without a potency; inactive = the rest, 99 in 100 with inhibition below about 76%;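 note: plate controls were DMSO cells for no effect and high antibiotic wells for full effect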
M. tuberculosis HTS – M. tuberculosis growth inhibition, HTS (AID 449762) | M. tuberculosis H37Rv growth inhibition, 7H9 media; higher % means a stronger effect | 0.59% of 330,000 active | inhibition, % at 25 µM, or IC50 in µM where a hit was titrated; in the data active = a potency from the dose series; inconclusive = inhibition above about 70% without an active follow-up result;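 note: bacterial growth assessed after seven days of incubation; strong numbers were not always called active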
PhoP GFP inhibition – PhoP regulon inhibitors, Salmonella typhi PhoP promoter GFP reporter, confirmatory (AID 1850); Salmonella Typhi PhoP-promoter GFP reporter, fluorescence, 4 h; higher % means a stronger effect; inhibition, % at 50 µM; hits with a dose series show IC50 in µM; 0.33% of 310,000 active; in the data active = a potency from the dose series; inconclusive = inhibition mostly from about 25% at the one dose, without a potency; inactive = the rest, 99 in 100 with inhibition below about 19%;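 note: 0% = induced wells with vehicle and 100% = uninduced wells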
H1N1 NS1A inhibition – H1N1 influenza NS1A inhibitors, functional cell based assay (AID 504329). NS1A functional cell-based assay, percent inhibition; higher % means a stronger effect. inhibition, % at 12.5 µM, or IC50 in µM where a hit was titrated. 0.3% of 340,000 active; in the data active = a potency from the dose series; inconclusive = inhibition above about 27% without an active follow-up result; note: strong numbers were not always called active
inhibitors of VEEV – inhibitors of VEEV TC-83 cytopathic effect, confirmation, Vero cells (AID 588727); Vero cells, VEEV TC-83 cytopathic effect inhibition; higher % means a stronger effect; 0.13% of 350,000 active; one-dose inhibition, % at 20 µM; IC50 in µM for titrated hits; in the data active = a potency from the dose series; inconclusive = inhibition mostly from about 14% at the one dose, without a potency; inactive = the rest, 99 in 100 with inhibition below about 12%; note: strong numbers were not always called active
An asterisk follows results filed as active; i = inactive; ? = inconclusive; / = not tested or not shown.

Below each SMILES: M. tuberculosis	M. tuberculosis HTS	PhoP GFP inhibition	H1N1 NS1A inhibition	inhibitors of VEEV
> Cc1cccc(OCCCC(=O)Nc2ccc(S(=O)(=O)Nc3nccs3)cc2)c1C
    ?	?	-4%	-10%	4.7%
> Cn1nc(-c2ccc(Cl)cc2)c2cc(C(=O)NCCCN3CCCC3)sc21
    /	65%	-5%	9%	7.4%
> Cc1ccc2c(c1)C1C=CCC1C(C(=O)O)N2 (stereo unspecified)
    -4%	4%	-10%	/	/
> COc1cccc(NC(=O)CN(C)C(=O)c2c(C)nn(Cc3ccc(C)cc3)c2Cl)c1
    12%	15%	2%	-8%	2.4%
> COc1ccccc1NS(=O)(=O)c1ccc2oc(SC(C)C(=O)N3CCNC3=O)nc2c1 (stereo unspecified)
    -10%	7%	/	12%	6.1%
> C[n+]1c(/C=C/c2ccc3c(c2)OCO3)ccc2ccccc21
    17%	0%	1%	8%	0.1%
> Cc1ccc2c(c1)N(C(=O)CCC(=O)N1CCN(c3cccc(C)c3C)CC1)CCO2
    48%	13%	11%	9%	2.8%
> CC(Cl)C(=O)Nc1c2c(nn1-c1ccccc1)CSC2 (stereo unspecified)
    -1%	-6%	-1%	-3%	1.7%
> O=C1/C(=C2/NCCN2C2CC(=O)N(c3ccccc3)C2=O)CC/C1=C\c1ccccc1 (stereo unspecified)
    -11%	4%	9%	12%	i
> O=C(Cc1ccc(Cl)cc1)Nc1ccccc1N1CCOCC1
    2%	-3%	1%	-21%	i

2 entries picked at random from the list so far:
Below each SMILES: M. tuberculosis	M. tuberculosis HTS	PhoP GFP inhibition	H1N1 NS1A inhibition	inhibitors of VEEV
> CC(Cl)C(=O)Nc1c2c(nn1-c1ccccc1)CSC2 (stereo unspecified)
    -1%	-6%	-1%	-3%	1.7%
> Cc1cccc(OCCCC(=O)Nc2ccc(S(=O)(=O)Nc3nccs3)cc2)c1C
    ?	?	-4%	-10%	4.7%

Further compounds.
Below each SMILES: M. tuberculosis	M. tuberculosis HTS	PhoP GFP inhibition	H1N1 NS1A inhibition	inhibitors of VEEV
> Clc1ccccc1Cn1nnc2c(NCCN3CCOCC3)ncnc21
    13%	6%	-1%	-1%	2.0%
> Cc1ccc(S(=O)(=O)c2cn(C)c3cc(N4CCN(C)CC4)c(F)cc3c2=O)cc1
    7%	7%	5%	5%	1.6%
> Nc1nc2n(n1)C(c1ccco1)CC(c1ccc(Cl)c(Cl)c1)N2 (stereo unspecified)
    16%	-8%	34%	-3%	i
> Cc1ccc(C)c(C(=O)CC2(O)C(=O)Nc3ccccc32)c1 (stereo unspecified)
    3%	-3%	2%	-17%	1.4%
> O=C(NCCS(=O)(=O)NCc1ccc(Cl)cc1)c1ccccc1
    -2%	-6%	-8%	-2%	i
> COc1ccc(NS(=O)(=O)c2cccc(C(=O)N3CCCC(C)C3)c2)cc1 (stereo unspecified)
    2%	-1%	-6%	-5%	2.1%
> CCn1c(N2CCN(S(=O)(=O)c3ccc(F)cc3)CC2)nc2ccccc21
    26%	-1%	0%	5%	7.0%
> Cc1cc(=O)oc2cc(OC(C)C(=O)Nc3ccc(C(N)=O)cc3)ccc12 (stereo unspecified)
    -20%	6%	/	3%	i
> COC(=O)C1=C(C)NC(=O)/C1=C\c1cc(C)n(-c2ccccc2F)c1C
    -18%	3%	12%	-4%	6.1%
> Cc1csc(=O)n1CCC(=O)OCC(=O)Nc1ncc(Cl)cc1Cl
    0%	-5%	2%	-2%	1.0%
> Cc1ccc(S(=O)(=O)N2CCN(CC(O)c3ccccc3)CC2)cc1 (stereo unspecified)
    -4%	3%	8%	-2%	i
> O=C(CN1C(=O)c2ccccc2C1=O)Nc1ccccc1C(=O)NC1CCCCC1
    8%	0%	-23%	7%	0.9%
> Cc1oc2ccc(OCc3ccccc3Cl)cc2c1C(=O)O
    38%	19%	10%	-5%	0.9%
> C=C(C)CC1(NC(C)c2ccccc2)CCCCC1 (stereo unspecified)
    -22%	-1%	-2%	-3%	2.9%
> O=C(/C=C\c1ccccc1[N+](=O)[O-])Nc1ccccc1
    53%	4%	6%	-2%	0.2%
> O=C(Nc1ccc(N2CCOCC2)cc1)C1CC(=O)N(c2ccc(Cl)cc2)C1 (stereo unspecified)
    10%	8%	12%	7%	i
> COc1ccc(Cl)cc1C(=O)Nc1cccnc1Cl
    21%	49%	0%	-5%	0.1%
> CCC(CC)C(=O)OCC(=O)Nc1cccc(S(=O)(=O)N(C)c2ccccc2)c1
    17%	1%	0%	/	6.8%
> Cc1cccc(NC(=S)NC2CC3CCCC(C2)N3Cc2cccs2)c1 (stereo unspecified)
    18%	6%	2%	0%	i
> O=C(Nc1cccc(F)c1)Nc1ccnn1C1CCN(C(=O)CCN2CCCO2)CC1
    -16%	-6%	1%	0%	5.5%

Copied from the list:
`Cc1ccc(S(=O)(=O)N2CCN(CC(O)c3ccccc3)CC2)cc1` (stereo unspecified) – PhoP GFP inhibition: 8%
`O=C(Nc1cccc(F)c1)Nc1ccnn1C1CCN(C(=O)CCN2CCCO2)CC1` – M. tuberculosis: -16%
`Cc1oc2ccc(OCc3ccccc3Cl)cc2c1C(=O)O` – inhibitors of VEEV: 0.9%
`CCC(CC)C(=O)OCC(=O)Nc1cccc(S(=O)(=O)N(C)c2ccccc2)c1` – M. tuberculosis HTS: 1%

New compounds follow.
Below each SMILES: M. tuberculosis	M. tuberculosis HTS	PhoP GFP inhibition	H1N1 NS1A inhibition	inhibitors of VEEV
> CCNc1nc2c(c(=O)[nH]c(=O)n2C)n1Cc1ccc(F)cc1
    /	-3%	2%	6%	1.7%
> COc1ccc(NS(=O)(=O)c2ccc(NS(=O)(=O)c3cccs3)cc2)c(OC)c1
    6%	-6%	2%	-11%	0.2%
> Fc1ccc(COc2ccc(C(=S)N3CCCC3)cc2)cc1
    26%	8%	1%	3%	0.4%
> CCN(CC(=O)NCCc1ccc(S(N)(=O)=O)cc1)Cc1ccccc1
    5%	-4%	-7%	13%	1.9%
> CCc1ccc(N2CC(C(=O)OCC(=O)NC3CCS(=O)(=O)C3)CC2=O)cc1 (stereo unspecified)
    -6%	-2%	-6%	1%	5.3%
> O=C(Nc1ncc(Cc2ccccc2Cl)s1)C1CCCO1 (stereo unspecified)
    33%	48%	0%	4%	24%
> CC1CC(C)CN(C(=S)SCc2nc(N)nc(Nc3ccccc3)n2)C1 (stereo unspecified)
    9%	6%	-2%	17%	6.1%
> Oc1ccc2ccccc2c1/C=N/c1nccs1
    43%	1%	8%	0%	6.2%
> CCC1CCCCN1C(=S)NC(=O)c1ccco1 (stereo unspecified)
    48%	9%	/	-9%	2.2%
> C/C(=N\NC(=O)c1cc(C)nc2ccccc12)c1ccccn1
    ?	?	/	2.2µM*	14%
> COc1ccccc1N1CCN(C(=O)CSc2ccccc2)CC1
    1%	-3%	-12%	-4%	2.5%
> COc1ccc(/C(O)=C2/C(=O)C(=O)N(c3ccccn3)C2c2ccc(OC)c(OC)c2)cc1 (stereo unspecified)
    8%	-8%	8%	-13%	i
> COc1cc(/C=C(\C#N)C(=O)Nc2ccccc2C(=O)O)cc(Cl)c1OC
    21%	-2%	10%	-13%	1.0%
> O=C1CSC2(N1)C1CC3CC(C1)CC2C3 (stereo unspecified)
    -10%	-2%	0%	2%	1.7%
> NC1=C(c2ccc(F)cc2)C(=O)CS1
    35%	0%	-1%	5%	i
> COc1ccc(S(=O)(=O)N2CCCN(CC(=O)Nc3ccc4c(c3)OCO4)CC2)cc1
    13%	-5%	-10%	2%	1.4%
> CCN(CC)S(=O)(=O)c1ccc(O)c(C(=O)OCC(=O)N(C)Cc2ccccc2)c1
    20%	-1%	1%	-5%	0.8%
> CC1CCC2(CC1)NC(=O)N(NC(=O)CCl)C2=O (stereo unspecified)
    14%	13%	1%	3%	0.6%
> C=CCNc1nc(C(=O)OCC(=O)Nc2c(Cl)cccc2C(F)(F)F)cs1
    6%	2%	-6%	7%	1.2%
> CCN(CC(=O)NCc1ccc(Cl)cc1)C(=O)CCc1ccccc1
    20%	4%	9%	-7%	0.7%
> COc1ccc(S(=O)(=O)N2CCN(C3Cc4ccccc4C3)CC2)cc1
    15%	-2%	-9%	-1%	1.2%
> O=[N+]([O-])c1c(NCCCO)cc(Sc2ccc(Cl)cc2)c2nonc12
    49%	-2%	-7%	-3%	?
> COc1cccc(CN2CCN(S(=O)(=O)c3ccc(NC(C)=O)cc3)CC2)c1OC
    18%	-9%	6%	-13%	1.6%
> COCCOC(=O)C1=C(C)N(c2ccccc2)C(=O)NC1c1cccc([N+](=O)[O-])c1 (stereo unspecified)
    23%	-7%	0%	-8%	1.5%
> CC(=O)N1CC2([N+](=O)[O-])CN(C(C)=O)CC([N+](=O)[O-])(C1)C2(C)C
    -7%	-8%	-14%	4%	i
> Cc1ccc(-n2c(O)c(C=NCc3ccccn3)c3ccccc3c2=O)cc1C
    50%	8%	-6%	3%	4.9%
> Cc1sc2nc(-c3ccncc3)[nH]c(=O)c2c1-c1ccccc1
    -7%	7%	-6%	/	/
> O=C(NCCCN1CCOCC1)c1ccc(Br)cc1
    /	-1%	-8%	-1%	i
> O=C(NCCO)c1ccc(-c2nnc(Nc3ccc(O)cc3)c3ccccc23)cc1
    9%	4%	-1%	-22%	i
> COc1ccc(C(=O)NCc2nnc(SCC(=O)N3CCC(C)CC3)o2)cc1
    21%	-3%	-7%	5%	i
> O=C(Nc1ccncc1)c1c(Cl)cccc1Cl
    -10%	-2%	-5%	-5%	0.7%
> CN(Cc1ccccc1)C(=O)COC(=O)c1ccc(=O)n(Cc2ccccc2)n1
    -8%	0%	-3%	3%	0.8%
> COCCN(Cc1ccccc1)C(=O)C1CCN(S(=O)(=O)c2ccc(OC)c(OC)c2)CC1
    13%	-1%	1%	-4%	2.6%
> COc1ccc(C(=O)N2CCCc3ccccc32)cc1OC
    -2%	4%	7%	-17%	i
> N#C/C(=C(/O)CN1CCCCC1)c1nc(-c2ccc(Cl)cc2)cs1
    -2%	-15%	-7%	5%	1.0%
> NC(=O)N/N=C(/CCCCCC/C(=N\NC(N)=O)c1ccccc1)c1ccccc1
    33%	?	10%	/	9.7%
> COc1ccc(CC(=S)N2CCOCC2)cc1
    19%	2%	3%	7%	5.3%
> O=c1onc(-c2cccs2)n1Cc1ccccc1
    4%	-5%	-7%	7%	4.2%
> CC(=O)NC1(C(F)(F)F)C(=O)Nc2c1c(=O)[nH]c(=O)n2-c1ccccc1 (stereo unspecified)
    -3%	3%	7%	2%	0.1%
> CCn1nc(C(=O)O)c(=O)c2cc3c(cc21)OCO3
    -8%	-4%	35µM*	1%	0.6%
> COc1ccc(CC(=O)OCC(=O)NCC2CCCO2)cc1OC (stereo unspecified)
    2%	-5%	/	-11%	0.3%
> Nc1cc(C(=O)N/N=C/c2cccc([N+](=O)[O-])c2)n[nH]c1=O
    -12%	9%	-1%	-2%	0.4%
> CCn1c(SCC(=O)c2[nH]c(C)c(C(C)=O)c2C)nnc1-c1cccs1
    19%	2%	-12%	1%	4.1%
> CCOC(=O)N1CCN(C(=O)CSc2nnc(-c3ccccc3OC)o2)CC1
    ?	42%	0%	-5%	0.4%
> Cc1ccc(C(=O)N/C(=C/c2ccco2)C(=O)Nc2cccc(C(=O)O)c2)cc1
    3%	-5%	-3%	/	/
> Cc1nc2cc(-c3cccc(F)c3)nn2c(C)c1CCC(=O)N1CCC2(CC1)OCCO2
    22%	7%	4%	9%	3.3%
> O=S(=O)(c1cccc(F)c1)N1CCN(C(=S)NCC2CCCO2)CC1 (stereo unspecified)
    -16%	-16%	-5%	17%	5.0%
> Cc1ccc(C(=O)N2CCCC2)cc1S(=O)(=O)Nc1cccc(C)c1C
    -30%	-4%	6%	1%	5.6%
> CC(=O)c1cc2c(cc1NC(=O)CN1CCCCCCC1)OCO2
    15%	4%	-15%	7%	6.0%
> O=C(OCCN1CCOCC1)c1ccc(Cl)cc1Cl
    -6%	3%	-5%	-9%	0.2%
> COc1ccc(F)cc1C(=O)C1CCCN(Cc2c[nH]c3ccccc23)C1 (stereo unspecified)
    12%	0%	-5%	-4%	1.2%
> O=S(=O)(NCC(c1ccco1)N1CCN(c2ccc(F)cc2)CC1)c1ccc2c(c1)OCCO2 (stereo unspecified)
    -23%	8%	-12%	2%	1.3%
